UHRF1 binding: UHRF1 methyl-DNA binding inhibition | UHRF1 binding to methylated oligo, TR-FRET | inhibition, % at 4.4 µM | 0.75% of 370,000 active; in the data active means inhibition above about 21%;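 further: UHRF1 SRA domain binding a hemimethylated CpG hairpin DNA probe; 0% = median of test compound wells and 100% = reference inhibitor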
rCAG binder: binds r(CAG) RNA repeats; r(CAG) RNA repeat, TO-PRO-1 dye displacement fluorescence; inhibition, % at 3 µM; 1.3% of 370,000 active; AID 651821;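 active means inhibition above the plate cutoff, the mean of all test compounds on that plate plus 3 SD, cut at about 35% in these data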;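 further: 0% = DMSO alone and 100% = 100 µM mitoxantrone as full dye displacement; higher means more dye released from RNA so lower well fluorescence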
TCR CD3 inh: inhibitors of human TCR-CD3 interaction; TAMRA-labeled TCR probe fluorescence, biochemical; inhibition, % at 9.4 µM; 0.37% of 360,000 active; in the data active means inhibition above about 19%;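 further: recombinant mutant TCR 2C K166C tagged with TAMRA read by polarization; 0% = receptor in buffer alone and 100% = receptor with positive control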
MBD2 DNA inh: blocks human MBD2 binding to methylated DNA | Q9UBB5 | TR-FRET, MBD2 binding to methylated oligonucleotide | inhibition, % at 4.4 µM | 0.31% of 370,000 active | AID 686964; in the data active means inhibition above about 13%
GC-A act: GC-A (human) enzyme activation; P16066; 0.14% of 370,000 active; activation, % at 10 µM; AID 1671463; HEK293 GC-A cells, cGMP TR-FRET, EC30 ANP; 0% at EC30 ANP, 100% saturating ANP; in the data active means activation above about 40%
Target sequence (P16066 whole entry, looked up): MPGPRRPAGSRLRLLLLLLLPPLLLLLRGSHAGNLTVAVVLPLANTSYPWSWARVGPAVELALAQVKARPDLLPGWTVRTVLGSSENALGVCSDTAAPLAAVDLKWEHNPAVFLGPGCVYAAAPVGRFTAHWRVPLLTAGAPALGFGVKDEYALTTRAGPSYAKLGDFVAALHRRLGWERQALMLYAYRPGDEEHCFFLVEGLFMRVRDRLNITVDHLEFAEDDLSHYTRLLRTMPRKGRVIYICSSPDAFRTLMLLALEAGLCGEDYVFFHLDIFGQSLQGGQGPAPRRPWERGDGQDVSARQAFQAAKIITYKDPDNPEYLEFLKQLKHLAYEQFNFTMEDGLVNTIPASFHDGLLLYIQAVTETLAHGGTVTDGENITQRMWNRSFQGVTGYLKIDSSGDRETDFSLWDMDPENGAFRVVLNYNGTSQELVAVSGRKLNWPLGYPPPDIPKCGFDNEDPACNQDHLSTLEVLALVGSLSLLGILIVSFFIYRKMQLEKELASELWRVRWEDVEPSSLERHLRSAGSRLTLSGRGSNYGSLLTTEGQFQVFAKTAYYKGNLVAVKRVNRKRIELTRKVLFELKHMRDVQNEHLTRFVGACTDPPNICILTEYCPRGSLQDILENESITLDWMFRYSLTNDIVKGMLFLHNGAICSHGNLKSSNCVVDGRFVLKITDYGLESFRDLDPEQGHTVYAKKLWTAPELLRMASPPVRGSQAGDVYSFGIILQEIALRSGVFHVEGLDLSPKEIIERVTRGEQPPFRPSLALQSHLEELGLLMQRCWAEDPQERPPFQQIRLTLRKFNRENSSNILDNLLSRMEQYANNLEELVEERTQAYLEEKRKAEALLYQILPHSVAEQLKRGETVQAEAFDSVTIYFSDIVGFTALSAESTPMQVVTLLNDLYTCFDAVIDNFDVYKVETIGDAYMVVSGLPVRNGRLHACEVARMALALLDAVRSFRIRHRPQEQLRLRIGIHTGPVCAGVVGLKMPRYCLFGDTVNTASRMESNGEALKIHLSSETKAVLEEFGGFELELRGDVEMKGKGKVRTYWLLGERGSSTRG
HTRA1 inh: inhibitors of human serine peptidase HTRA1; Q92743; recombinant HTRA1, FP-rhodamine activity-based probe, fluorescence polarization; inhibition, % at 5.96 µM; 0.5% of 340,000 active; in the data active means inhibition above about 36%;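 further: 0% = enzyme with DMSO and 100% = wells lacking enzyme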
NPR2 activator: GC-B (human) receptor activation. AID 1920062. activation, % at 10 µM. HEK293-GC-B cells, CNP EC30, cGMP TR-FRET; 0% at EC30 CNP, 100% saturating CNP. P20594. 0.11% of 370,000 active;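 active means activation at 10 µM reaching about 35% in either raw or pattern-adjusted values, limit read from the data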
ABHD4 inh: inhibits mouse alpha/beta hydrolase domain 4; Q8VD66; purified mABHD4, FP-Rh probe fluorescence polarization; inhibition, % at 8.92 µM; 0.54% of 370,000 active; AID 720543;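 active means inhibition exceeding the mean over every tested compound plus 3 SD, cut at about 30% in these data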;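 further: 0% = plate median of compound wells and 100% = S159A mutant with DMSO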
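Assay system: mABHD4 protein; medium: HEPES pH 7.0, NaCl, Pluronic buffer; dosing: 8.92 µM, single dose; schedule: 45 min + 60 min at 25 °C; signal: FP readout, ex 525 nm / em 598 nm; read-out: normalized percent inhibition of probe labeling; repeats: single replicate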
PRMT1 inh: blocks human protein arginine methyltransferase 1 | AID 652257 | Q99873 | inhibition, % at 2.79 µM | recombinant PRMT1, activity-based probe fluorescence polarization | 1.3% of 370,000 active;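 active means inhibition above about 21% made by adding two undisclosed values, limit read from the data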
SIAE inh: blocks human sialic acid acetylesterase; Q9HAT2; AID 1053197; inhibition, % at 9.66 µM; 0.69% of 370,000 active; SIAE FP-Rh probe binding, fluorescence polarization;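 active means inhibition above a cutoff: mean of compounds within the control limits plus 3 SD of those, cut at about 17% in these data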;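 further: 0% = plate median of compound wells and 100% = probe without SIAE protein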
Active calls of the source: *; nt = not tested or not shown. The list is partial (hit frequency here may not be typical).

Value order – NPR2 activator	PRMT1 inh	GC-A act	HTRA1 inh	ABHD4 inh	SIAE inh	MBD2 DNA inh	TCR CD3 inh	UHRF1 binding	rCAG binder
CCOC(=O)c1oc2ccccc2c1COC(=O)CNC(=O)c1ccccc1
→ 2.1	-0.4	2.9	-10.1	1.1	2.6	-0.2	9.7	-0.6	-0.4
COc1ccc(CCNC(=O)c2cc3c(C)nn(-c4ccccc4)c3s2)cc1OC
→ 5.6	-3.9	2.6	nt	-40.5	-34.2	-2.9	nt	-1.9	7.4
CCN1C(=O)Cc2cc(S(=O)(=O)N3CCOCC3)ccc21
→ 2.9	0.7	5.7	-2.5	2.5	1.7	-6.0	-2.4	-4.8	5.4
COc1ccc(CSc2nnnn2Cc2ccccc2)cc1OC
→ 2.3	1.2	-3.8	-4.1	-3.3	1.9	-5.6	0.7	-3.1	-4.8
CC1=C(C(=O)Nc2ccccc2)C(c2ccncc2)C(C#N)=C(SCC(=O)NC(C)C)N1 (stereo not given)
→ 3.4	0.1	1.7	-3.0	0.1	-1.2	0.0	5.1	-3.4	-3.7
COc1cc(NC(=O)Nc2cccc(C(C)=O)c2)cc(OC)c1OC
→ -1.7	-1.7	-1.2	6.3	-1.8	-2.0	-6.7	0.2	-1.2	-2.6
CCN(CC)c1ncccc1C(=O)NCc1cccs1
→ -5.9	-0.9	-0.8	-2.4	2.8	4.2	5.4	-4.1	2.4	-4.8
C=CCc1ccc(OCC(O)COCC)c(OC)c1 (stereo not given)
→ -2.4	0.0	2.1	0.1	8.2	0.4	-1.0	5.1	0.8	-0.3
CCOC(=O)Cc1csc(NC(=O)c2ccc(F)cc2)n1
→ -7.5	-3.4	6.1	2.6	-3.1	-11.0	-0.1	-2.9	-3.8	-1.6
CC1CC(C)CN(C(=O)COC(=O)c2ccc3c(c2)C(=O)N(Cc2ccco2)C3=O)C1 (stereo not given)
→ 3.4	-1.2	0.8	-8.0	2.6	-0.1	0.6	6.6	-2.2	2.0
C#CCNC(=O)C[C@@H]1C[C@@]2(C(=O)OC)CCCCC=C2N(Cc2ccco2)C1=O
→ 1.7	-4.5	0.2	nt	0.3	0.1	-1.2	-0.6	-2.5	5.8
CC(C)Cn1c(CCC(N)=O)nnc1SC(C)C(=O)Nc1ccc2c(c1)OCO2 (stereo not given)
→ -2.6	0.3	-1.2	3.1	1.1	7.0	-0.9	3.3	0.1	-0.8
COc1cccc(N(C(=O)Cn2nnc(-c3ccc(F)cc3)n2)C(C(=O)NCC2CCCO2)c2ccc(Cl)cc2)c1 (stereo not given)
→ -9.4	1.0	-10.0	2.9	0.0	-9.8	1.0	4.7	0.9	-0.2
Cc1ccc(S(=O)(=O)N2C(=O)CCC2C(=O)Nn2cnnc2)cc1 (stereo not given)
→ 5.8	-3.3	6.1	1.6	-0.4	4.9	2.9	7.6	0.0	1.8
CC(C)(C)NC(=O)C(c1ccncc1)N(C(=O)CNC(=O)c1ccco1)c1ccc(F)cc1 (stereo not given)
→ -2.7	-5.6	1.5	3.9	1.2	0.1	-5.1	-1.8	0.3	-0.2
COC(=O)c1ccc(C)c(NC(=O)CSc2nc3[nH]c(=O)cc(O)c3s2)c1
→ -0.4	10.6	0.5	-1.4	7.8	-9.6	-1.4	4.0	-3.1	29.9
CCOC(=O)/C(C)=N/NC(=O)c1cccc([N+](=O)[O-])c1
→ 3.3	1.6	2.8	2.9	0.2	-5.9	0.2	5.6	-1.4	3.0
CN(C)CCOC(=O)COc1ccc(Cl)cc1
→ -3.1	-4.0	-0.3	7.8	62.3*	3.7	-3.5	5.0	0.1	2.0
C/C(=N/NC(=O)CCC(=O)Nc1ccc(Br)cc1)c1ccc(Br)cc1
→ 3.8	-5.1	-0.5	2.1	1.2	4.0	2.4	1.0	1.9	4.8
O=C(CCC(=O)N1CCOc2ccccc21)NCc1cccnc1
→ 0.6	-0.7	7.8	3.2	0.4	-1.3	-1.5	4.4	0.9	1.9

Brought forward from above: 3 entries, then new ones.
Value order – NPR2 activator	PRMT1 inh	GC-A act	HTRA1 inh	ABHD4 inh	SIAE inh	MBD2 DNA inh	TCR CD3 inh	UHRF1 binding	rCAG binder
CN(C)CCOC(=O)COc1ccc(Cl)cc1
→ -3.1	-4.0	-0.3	7.8	62.3*	3.7	-3.5	5.0	0.1	2.0
C/C(=N/NC(=O)CCC(=O)Nc1ccc(Br)cc1)c1ccc(Br)cc1
→ 3.8	-5.1	-0.5	2.1	1.2	4.0	2.4	1.0	1.9	4.8
O=C(CCC(=O)N1CCOc2ccccc21)NCc1cccnc1
→ 0.6	-0.7	7.8	3.2	0.4	-1.3	-1.5	4.4	0.9	1.9
O=C(NNC1=Nc2cc([N+](=O)[O-])ccc2OC1)c1ccccc1Cl
→ -4.7	0.8	-1.9	14.9	2.7	0.0	-3.5	0.3	-0.1	-0.6
NS(=O)(=O)c1ccc(CCNC(=O)C(=O)c2cn(CC(=O)N3CCOCC3)c3ccccc23)cc1
→ 0.8	-3.4	-1.6	-3.9	-4.9	-2.3	-0.7	5.0	0.3	1.1
CCOC(=O)/C(C#N)=C/c1cccc(F)c1
→ -0.9	0.6	3.0	2.2	-1.0	2.3	-0.1	0.6	3.2	-0.6
CCn1c2c(c(=N)c3c1CCC3)CCC2
→ 1.9	1.0	9.3	0.8	-14.8	-3.3	7.9	-5.7	6.0	-0.6
CC(C)(C)c1ccc(S(=O)(=O)NNC(=O)C2CCN(Cc3cccc(F)c3)CC2)cc1
→ -2.2	-2.0	-2.0	-7.0	7.5	3.5	-2.7	6.8	23.6*	-3.2
C/C(=N\NC(=O)c1ccc([N+](=O)[O-])cc1Cl)c1ccccc1
→ 0.6	-0.3	3.9	-6.1	3.8	0.1	-1.2	-1.2	-0.1	1.2
COc1cccc(CN2CCC(Oc3ccc(C(=O)NCc4ccccn4)cc3)CC2)c1
→ 1.9	-1.3	7.3	5.8	4.9	6.3	1.4	1.1	-1.7	-7.2
O=C1CSCN1c1ccc(Cl)cc1
→ 4.8	-1.8	3.1	-1.8	0.7	-2.2	1.3	-0.8	5.6	-0.9
CCCCOC(=O)N1CCOCCOCCN(C(=O)OCCCC)CCOCCOCC1
→ 4.1	2.9	1.9	-0.1	4.8	-1.8	1.2	-7.0	2.2	-10.8
COc1ccccc1/C=C/C(=O)NCc1ccccn1
→ -3.0	-1.0	-0.1	2.5	0.8	9.4	3.7	0.4	-3.3	-0.1
O=C(NNC(=O)C1CCCN(c2ncccn2)C1)c1ccncc1 (stereo not given)
→ -1.1	0.6	-0.7	1.1	6.4	2.8	-4.8	3.9	-2.9	0.3
COc1ccc(OCCOc2ccc(/C=C3\C(=N)N4N=C(C)SC4=NC3=O)cc2)cc1
→ -0.9	-0.2	-1.0	0.1	-5.2	15.7	-5.5	-5.9	-0.7	3.7
Nc1ccc(C#Cc2ccc3c(=O)c4ccccc4oc3c2)cc1
→ 4.5	3.7	5.5	-7.3	2.5	2.9	12.2	-2.5	23.1*	9.4
Cc1ccc(-c2ccc(CN3C(CC(C)C)C(=O)N(Cc4cn(CCC5OCCCO5)nn4)CCS3(=O)=O)cc2)cc1 (stereo not given)
→ 0.1	4.3	-2.1	-36.3	-19.8	-7.1	4.4	-5.5	3.1	9.8
CCN(CC)c1ccc(CNC(=O)C/C(C)=N/NC(=O)COc2ccc(C)cc2Br)cc1
→ 1.7	2.4	-7.8	-1.8	-0.2	-0.1	-2.7	-0.4	-1.2	2.5
Cc1occc1C(=O)NNC(=S)NCC(C)C
→ 0.8	-6.6	2.5	11.7	2.9	0.4	1.4	0.8	1.0	-1.6
COCCCN1C(=O)[C@H](CC(=O)NCc2ccc(OC)c(OC)c2)[C@]2(C(=O)OC)CCCCC=C12
→ -11.9	-3.9	4.5	nt	5.3	4.7	-6.2	nt	-0.6	1.8
CCOC(=O)C1(CC2CCCCO2)CCN(C(=O)Nc2ccccc2SC)CC1 (stereo not given)
→ 2.1	-3.0	5.9	3.0	-0.9	-6.8	-7.3	11.4	-0.4	-5.7
Cc1cnc(NC(=O)CCNC(=O)c2ccccc2Cl)s1
→ -0.9	-2.0	2.1	0.5	-0.9	1.3	2.7	0.8	-0.4	-4.6
Cc1ccc(S(=O)(=O)/N=C(\N)Nc2nc(C)c3cc(C)c(C)cc3n2)cc1
→ 2.4	-0.6	-0.2	-26.4	13.2	-34.3	-1.3	-6.9	-1.1	13.2
Cc1cc(=O)oc2cc(O[C@@H]3O[C@H](CO)[C@@H](O)[C@H](O)[C@H]3O)ccc12
→ 3.8	-0.8	5.2	4.0	7.9	1.8	0.3	-5.5	0.7	-1.3
O=C(NC1CC1)C1CC(=O)N(C2CCCCC2)C1 (stereo not given)
→ 1.7	1.2	3.5	-6.8	1.6	9.9	0.3	0.8	-1.2	-0.1
Cc1ccccc1N=CC=C1OC(C)(C)C(C)(C)O1
→ 4.0	-2.5	0.6	0.4	0.3	-0.1	-5.2	-1.4	-0.9	2.5
NC(=O)c1cnc(Cc2c[nH]c3ccccc23)c(I)c1
→ -3.1	3.6	-5.9	nt	10.1	4.0	-6.9	0.4	1.4	5.8
COc1ccccc1CCN=C(N)NS(=O)(=O)c1ccc(C)c(C)c1
→ -6.0	3.8	-3.6	-2.9	2.6	0.1	2.1	-0.4	-1.6	-4.8
O=C(Nc1ccc(C(=O)N2CCCC2)cc1)c1ccccc1[N+](=O)[O-]
→ -1.4	1.1	1.0	3.7	2.7	1.2	-2.1	-2.1	-2.0	-2.0
Cn1cccc1Cc1nnc(SCC(=O)Nc2ccc3c(c2)OCO3)n1-c1ccc(F)cc1
→ -4.8	5.0	-3.7	3.5	4.3	2.9	3.5	-10.8	-1.7	2.5
CC(C)C[C@H]1COc2cccc(N3CCCCC3)c2S(=O)(=O)N1
→ 0.4	-1.9	2.4	nt	-4.6	-4.0	-3.9	-5.5	-0.6	0.9
CC1CN(C(=O)Nc2ccc(F)cc2)C2(CCCCCC2)O1 (stereo not given)
→ 1.4	2.7	-6.2	-2.3	-3.8	-1.1	7.8	-0.4	5.1	2.5
CC(C)NC(=O)N(C)C[C@@H]1OCc2cnnn2CCCC(=O)N([C@H](C)CO)C[C@H]1C
→ 0.5	3.4	-3.1	-0.4	-5.1	2.1	7.3	-6.1	4.6	-0.6
CCCCOC(=O)CSc1nc2c(cc1C#N)C(=O)CC(C)(C)C2
→ -13.9	-2.5	-10.5	-6.1	-3.3	2.3	-1.8	4.3	-2.3	-3.4
CCCCC[C@H](C)N1C[C@H](COCc2ccccc2)Oc2cc(N3CCC[C@@H]3COC)ccc2S1(=O)=O
→ 4.7	-0.8	2.4	nt	3.6	11.5	3.4	1.8	-1.5	6.1
OCC1(O)OC[C@@H](O)[C@H]1O (stereo not given in full)
→ -2.0	5.3	1.9	5.0	-3.9	-1.9	6.8	-9.4	1.2	-5.4
COc1cc(/C=N/NC(=O)COc2ccc(C)cc2)ccc1OC(=O)c1cccs1
→ 4.9	1.9	1.2	-36.5	-3.5	-57.5	4.8	-2.3	13.8	8.8
CONC(=O)C1CCN(C(=O)OCc2ccccc2)CC1
→ -1.2	1.5	-0.6	-4.6	-2.9	1.2	2.0	-6.0	-0.4	-0.5
CC(Sc1nc2ncc(Cl)cc2[nH]1)C(=O)c1c(N)n(C)c(=O)n(C)c1=O (stereo not given)
→ -3.2	3.0	-7.8	-6.7	2.5	-1.9	4.7	-0.4	-1.1	2.1
